# MBNL1-CUG inh: qHTS Assay for Inhibitors of MBNL1-poly(CUG) RNA binding. Potency, µM (highest dose often 57.5 µM), for the others: at the highest dose activity change, negative = inhibition, actives largely listed as inhibitors. actives 0.036% (n = 280,000). TR-FRET MBNL1-His/biotin-(CUG)12 binding, 665/545 ratio. Muscleblind-like protein 1 (Homo sapiens), Q9NR56; active = well fitted inhibition curve with a large enough effect in the signal ratio, with a control signal flat, not every such curve was filed as active; inconclusive = small, poorly fitted or top-dose-only effect, or effect the other way, or a change in a side signal; inactive = no such curve, though single readings can be large or run the other way; the % refers to the signal ratio; note: % is set by controls: 0 for no effect and ±100 for the full control effect
# Target sequence (Q9NR56 whole entry, looked up): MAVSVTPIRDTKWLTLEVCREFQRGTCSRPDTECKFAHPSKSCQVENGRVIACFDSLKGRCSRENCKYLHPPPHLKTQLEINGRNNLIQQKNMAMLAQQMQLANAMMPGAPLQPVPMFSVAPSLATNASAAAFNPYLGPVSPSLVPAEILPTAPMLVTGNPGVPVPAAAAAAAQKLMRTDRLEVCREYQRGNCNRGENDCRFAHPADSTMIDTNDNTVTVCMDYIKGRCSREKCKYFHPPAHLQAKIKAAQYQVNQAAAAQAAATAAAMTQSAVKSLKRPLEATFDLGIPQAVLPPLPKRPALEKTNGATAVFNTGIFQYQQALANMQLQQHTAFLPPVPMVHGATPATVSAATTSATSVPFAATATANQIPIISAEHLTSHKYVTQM
#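 TR-FRET readout: Ex 340 nm, 665/545 nm emission ratio, normalized to buffer-only (basal) and MBNL1-(CUG)12 controls. Complex of MBNL1-His with Biotin-(CUG)12, compounds 92 nM–58 uM, incubated 60 min at room temperature.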
# p53 reactivation: qHTS assay for re-activators of p53 using a Luc reporter; H1299 p53-A138V BP100-luciferase reporter, luminescence, 24 h; Potency, µM (series often up to 92.2 µM), without a hit: at the highest dose activity change, positive = activation, actives largely listed as activators; actives 0.063% (n = 320,000); note: % of control where 0% means no effect; nearly all actives have a fitted effect of over 45% in size
#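 H1299 (p53-null), stable ts p53-A138V + BP100-Luc; 1000 cells/well, Opti-MEM/10% FBS; cpd 4 pt, 1:5; 24 h, 37 deg C, 5% CO2; detection reagent 10 min RT; luminescence.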
# RORgamma inh: qHTS for inhibitors of ROR gamma transcriptional activity; Drosophila S2 Gal4-RORgamma UAS-luciferase reporter, 20 h; Potency, µM (top dose mostly 53.6 µM), for inactives: top-dose activity change, negative = inhibition, actives largely listed as inhibitors; actives 5.4% (n = 310,000); AID 2551, 2010; Nuclear receptor ROR-gamma (Mus musculus), P51450; note: % is set by controls: 0 for no effect and ±100 for the full control effect; nearly all actives have a fitted effect of over 60% in size
#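 Luciferase reporter read in Schneider cells carrying Gal4-RORγ (mouse) and UAS-Photinus luciferase; cells given compound 1 h before 700 uM copper sulfate induction, then incubated 20 h at ambient temperature.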
# BRCA1 expr up: qHTS Assay to Identify Small Molecule Activators of BRCA1 Expression. MCF7-BRCA1-FFLuc reporter, luminescence, 48 h; response scale: scaled: vehicle 0%, 10 µM genistein 100%. Potency, µM (doses to about 46.1 µM), for the others: at the top dose activation, hits mostly activators. actives 1.1% (n = 380,000); note: nearly all actives have a fitted effect of over 80% in size; some results filed as inactive show a strong effect at the top dose
#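 Luminescence from a BRCA1-driven firefly luciferase in MCF7 cells was read after 48 h compound exposure at 37 C. Data normalized against DMSO and a 10microM genistein activation control, then curve-fitted across the titration.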
# ELG1 genotoxic: qHTS screen for small molecules that induce genotoxicity in human embryonic kidney (HEK293T) cells expressing luciferase-tagged ELG1; HEK293T ELG1-luciferase reporter, luminescence, 16 h; Potency, µM (highest dose often 46 µM), inactives show at the top dose activity change, positive = activation, usual class: activators; AID 504466, 2011; actives 1.3% (n = 330,000); note: % of control where 0% means no effect; nearly all actives have a fitted effect of over 60% in size
#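 HEK293T cells expressing luciferase-tagged ELG1 were exposed to compound or DMSO vehicle for 16 hr at 37 °C and 5% CO2. Luciferase activity was then measured with ONE-Glo after 30 min at room temperature.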
# NPC1 promoter act: qHTS Assay for NPC1 Promoter Activators; Huh7 NPC1 promoter luciferase reporter, 24 h; Potency, µM (highest dose often 9.22 µM), for the others: top-dose activation, most hits filed as activators; actives 2.4% (n = 320,000); AID 485313, 2010;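 note: % of control where 0% means no effect; nearly all actives have a fitted effect of over 60% in size; reporter is driven by a mutant NPC1 promoter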
#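 In 1536-well qHTS, Huh7 cells harboring an NPC1 promoter–luciferase construct received compound for 24 h; activation was quantified by luminescence following luciferase reagent addition.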
# uPA generation: qHTS for Inhibitors of Cell Surface uPA Generation; cell surface uPA generation assay, qHTS; AID 540303, 2011; actives 0.31% (n = 330,000); Potency, µM (doses to about 38.3 µM), inactives show at the top dose activity change, negative = inhibition, hits mostly inhibitors; active = well fitted inhibition curve with a large enough effect; inconclusive = small, poorly fitted or top-dose-only effect; inactive = no such curve, though single readings can be large or run the other way; tested in mouse RAW 264.7 cells; note: % is set by controls: 0 for no effect and ±100 for the full control effect; nearly all actives have a fitted effect of over 55% in size
# Rab9 prom act: qHTS Assay for Rab9 Promoter Activators. Potency, µM (doses to about 9.22 µM), without a hit: top-dose activation, negative = inhibition, usual class: activators. actives 2.8% (n = 320,000). Huh7 Rab9 promoter-luciferase reporter, luminescence, 24 h; note: % of control where 0% means no effect; nearly all actives have a fitted effect of over 60% in size
#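 Using Huh7 cells stably transfected with Rab9 promoter–luciferase, compounds were incubated 24 h at 37 °C, 5% CO2; luciferase luminescence was read 10 min after reagent addition.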
# Gal4-VP16 FLuc: VP16 counterscreen qHTS for inhibitors of ROR gamma transcriptional activity; Drosophila S2 Gal4-VP16 UAS-luciferase, luminescence, 20 h; Potency, µM (highest dose often 53.6 µM), without a hit: at the highest dose activity, negative = inhibition, most hits filed as inhibitors; actives 3.5% (n = 310,000); AID 2546, 2010;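 note: Gal4-VP16 expression switched on by copper sulfate through the metallothionein promoter; % is set by controls: 0 for no effect and ±100 for the full control effect; nearly all actives have a fitted effect of over 50% in size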
# FLuc modulator: qHTS profiling assay for firefly luciferase inhibitor/activator using purifed enzyme and Km concentrations of substrates (counterscreen for miR-21 project) | Luciferin 4-monooxygenase (Photinus pyralis), P08659 | purified FLuc, Km substrates, luminescence inhibition | Potency, µM (top dose mostly 57.5 µM), for inactives: at the highest dose activity change, negative = inhibition, usual class: inhibitors | actives 6.9% (n = 360,000) | AID 588342, 2011;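 note: plate controls were vehicle for no effect and reference inhibitor for full effect; nearly all actives have a fitted effect of over 55% in size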
# Target sequence (P08659 whole entry, looked up): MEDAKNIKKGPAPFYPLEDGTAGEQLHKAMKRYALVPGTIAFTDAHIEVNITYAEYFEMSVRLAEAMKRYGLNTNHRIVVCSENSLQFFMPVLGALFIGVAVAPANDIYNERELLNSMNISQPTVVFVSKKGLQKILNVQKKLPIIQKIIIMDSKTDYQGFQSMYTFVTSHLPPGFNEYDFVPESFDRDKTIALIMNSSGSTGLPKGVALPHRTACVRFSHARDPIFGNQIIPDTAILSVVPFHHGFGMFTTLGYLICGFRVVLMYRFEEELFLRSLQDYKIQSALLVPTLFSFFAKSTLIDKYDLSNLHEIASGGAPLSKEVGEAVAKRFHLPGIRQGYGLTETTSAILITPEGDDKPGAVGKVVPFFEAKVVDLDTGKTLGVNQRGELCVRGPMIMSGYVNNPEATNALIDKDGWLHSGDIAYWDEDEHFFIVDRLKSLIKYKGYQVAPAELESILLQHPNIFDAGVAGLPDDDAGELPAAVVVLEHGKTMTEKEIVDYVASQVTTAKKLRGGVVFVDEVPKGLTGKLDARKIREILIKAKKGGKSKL
#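 Purified P. pyralis luciferase (10nM final) with 10uM D-luciferin and 10uM ATP (Km levels) in 50mM Tris acetate pH 7.5, 10mM Mg acetate, 0.01% Tween-20, 0.05% BSA; qHTS 6-point titration, ~60 µM downward; luminescence read.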
# Active calls of the source: *; ? = inconclusive; . = not tested or not shown; [ ] = remark or other dose. Unless noted, calls come from the whole dose curve; as a rule, active = well fitted curve in the direction sought with a large enough effect; inconclusive = small, poorly fitted or top-dose-only effect, or another doubt; inactive = no such curve, though single readings can be large; an effect the other way counts as inactive or inconclusive. Potency is the fitted concentration of half-maximal effect. Compounds were not picked by outcome; overall some 13% were active at least once.
SMILES,MBNL1-CUG inh,p53 reactivation,RORgamma inh,BRCA1 expr up,ELG1 genotoxic,NPC1 promoter act,uPA generation,Rab9 prom act,Gal4-VP16 FLuc,FLuc modulator
NS(=O)(=O)c1cccc(NC(=O)COC(=O)c2cc(-c3ccc(Cl)cc3)nc3ccccc23)c1,1%,-26%,?,-48%,3%,-3%,?,2%,?,?
CCOC(=O)C1CCN(Cc2nnc(-c3ccccc3C)o2)CC1,-6%,14%,-16%,-9%,-4%,0%,2%,3%,1%,-3%
Cc1ccc(NC(=O)C(C)N2CCN(C)CC2)cc1S(=O)(=O)N1CCOCC1 (stereo not drawn),.,-2%,.,-4%,-4%,5%,11%,9%,.,-1%
CCCCC(CCC(=O)Nc1ccc(C(=O)OC)cc1)C(=O)O (stereo not drawn),-7%,-1%,-10%,-3%,1%,0%,2%,-2%,-14%,0%
COc1ccccc1-c1nnc2sc(-c3cnccn3)nn12,20%,-10%,8%,-26%,0%,-6%,9%,4%,16%,4%[2.3 µM]
O=S(=O)(c1ccc(Oc2ccc(S(=O)(=O)N3CCOCC3)cc2)cc1)N1CCOCC1,6%,-2%,15%[10 µM],-10%,-6%,-6%,-2%,4%,0%,0%
Cc1nc2sc(-c3ccccc3)nn2c(=O)c1Br,9%,?,-9%,?,?,3.2µM*,0%,2.2µM*,-6%,8.5µM*
CCC(NC(=O)c1ccccc1NC(=O)c1ccco1)C(=O)NNC(=O)c1ccc(OC)cc1 (stereo not drawn),-2%,-14%,1%,-5%,1%,-1%,-5%,-4%,-7%,-14%
Cc1nnc(-c2cnn(-c3ccccc3)c2N)n1Cc1ccc(F)cc1,11%,0%,?,4%,2%,0%,2%,6%,6%,-1%
C=CCNC(=O)c1cc(-c2ccc(Br)cc2)on1,-1%,?,-8%,?,?,1.3µM*,.,0.79µM*,?,?
CCOC(=O)c1c(NC(=O)CSC2=NN3CCCC(=O)N=C3S2)sc2c1CCCCC2,-9%,1%,?,-5%,-2%,-17%,-1%,-5%,1%,2%
NC(=O)c1ccccc1NC(=O)COC(=O)CSCc1cccc(Cl)c1,.,-3%,.,-8%,3%,.,-27%,.,.,.
CC1CCN(C(=O)c2ccccc2NC(=O)Cc2ccccc2)CC1,-5%,15%,18%,25%,11%,13%,2%,-3%,24%,-1%
CCC(=O)Nc1nnc(SCC(=O)Nc2cccc(Cl)c2)s1,-1%,8%,-15%,-15%,-5%,-4%,0%,-3%,-2%,-17%
Cc1ccc(N(C(=O)CNC(=O)c2ccco2)C(C(=O)NC2CCCCC2)c2ccncc2)c(C)c1 (stereo not drawn),4%,-1%,1%,3%,0%,3%,-2%,-10%,2%,-1%
COC(=O)NC1(C(F)(F)F)NC(=O)N(C2CCCCC2)C1=O (stereo not drawn),6%,3%,?,3%,0%,-2%,0%,1%,-7%,3%[2.3 µM]
CCN(CC)C(=O)CCSc1nnc(-c2ccco2)o1,.,12%,-8%,64%,-4%,17%,3%,27%,?,-2%
COCCSc1ccccc1C(=O)Nc1ccc2c(c1)OCCO2,3%,11%,32%,4%,13%,-1%,3%,5%,7%,?
Nc1nnn(CC(=O)N/N=C/c2cccc(Cl)c2)n1,5%,0%,2%,-15%,3%,-3%,0%,-5%,-4%,2%
CCn1cc(C(=O)N2CCOCC2)c(=O)c2cc(S(=O)(=O)N(C)C3CCCCC3)ccc21,-4%,-12%,1%,-9%,-5%,9%,-4%,-2%,6%,0%
CCc1cccc(CC)c1-n1c(-c2cccnc2)n[nH]c1=S,0%,8%,3.5µM*,-7%,0%,-2%,4%,-9%,16µM*,-1%
COc1ccc(S(=O)(=O)N2CCC3(CC2)CC(=O)c2ccccc2O3)cc1,.,6%,.,-8%,4%,-6%,0%,-4%,.,15%
CCOC(=O)c1cc(-c2ccc(C)cc2)n(CCC(=O)NCCN(C)C)c1C,0%,-31%[inhibitor],-34%,6%,-5%,-1%,.,-5%,-5%,-7%
Cc1ccc2cc(CCNC(=O)c3ccc(S(=O)(=O)N4CCCCC4)cc3)c(=O)[nH]c2c1,7%,-4%,32%,-31%,-11%,0%,-6%,-4%,3%,2%
Cc1nc(NC(=O)/C=C/c2ccccc2)sc1C(=O)N1CCCCC1,15%,-5%,19%,-2%,-3%,1%,6%,-5%,-15%,?

# 3 compounds picked at random from those above:
SMILES,MBNL1-CUG inh,p53 reactivation,RORgamma inh,BRCA1 expr up,ELG1 genotoxic,NPC1 promoter act,uPA generation,Rab9 prom act,Gal4-VP16 FLuc,FLuc modulator
Nc1nnn(CC(=O)N/N=C/c2cccc(Cl)c2)n1,5%,0%,2%,-15%,3%,-3%,0%,-5%,-4%,2%
NC(=O)c1ccccc1NC(=O)COC(=O)CSCc1cccc(Cl)c1,.,-3%,.,-8%,3%,.,-27%,.,.,.
CCCCC(CCC(=O)Nc1ccc(C(=O)OC)cc1)C(=O)O (stereo not drawn),-7%,-1%,-10%,-3%,1%,0%,2%,-2%,-14%,0%

# Some of these compounds in order of their number in Rab9 prom act, smallest number first.
Molecule	Rab9 prom act
CCOC(=O)c1c(NC(=O)CSC2=NN3CCCC(=O)N=C3S2)sc2c1CCCCC2	-5%
COC(=O)NC1(C(F)(F)F)NC(=O)N(C2CCCCC2)C1=O (stereo not drawn)	1%
CCOC(=O)C1CCN(Cc2nnc(-c3ccccc3C)o2)CC1	3%

# Returning to the listing; the 2 compounds before the break are reprinted first.
SMILES,MBNL1-CUG inh,p53 reactivation,RORgamma inh,BRCA1 expr up,ELG1 genotoxic,NPC1 promoter act,uPA generation,Rab9 prom act,Gal4-VP16 FLuc,FLuc modulator
Cc1ccc2cc(CCNC(=O)c3ccc(S(=O)(=O)N4CCCCC4)cc3)c(=O)[nH]c2c1,7%,-4%,32%,-31%,-11%,0%,-6%,-4%,3%,2%
Cc1nc(NC(=O)/C=C/c2ccccc2)sc1C(=O)N1CCCCC1,15%,-5%,19%,-2%,-3%,1%,6%,-5%,-15%,?
COc1ccccc1NC(=O)CCn1c(=O)sc2ccccc21,16%,-6%,-11%,19%,4%,-1%,-3%,-2%,-6%,-15%
O=C1COc2ccc3ccccc3c2CN1,1%,-12%,-1%,-5%,4%,-2%,3%,-1%,-1%,-2%
CC(C)(C)n1nnnc1C(c1cccs1)N(Cc1ccccc1)Cc1cccnc1 (stereo not drawn),-2%,-4%,8%,-13%,-15%,1%,-1%,-6%,-4%,3%
CCOc1ccc(NC(=O)CCN2CCN(S(=O)(=O)c3cc(Cl)ccc3OC)CC2)cc1,2%,-11%,?,7%,-2%,-1%,-7%,-5%,-7%,-1%
Cn1c(=O)c2c(nc(NCCCN3CCOCC3)n2Cc2cccc(Cl)c2)n(C)c1=O,-8%,-2%,-8%,-26%,5%,5%,-1%,-11%,16%,9%
CCN(CC)c1ccc(NC(=O)COc2ccc(C#N)cc2)cc1S(=O)(=O)Nc1ccc(OC)cc1,-4%,-10%,18%,-34%,-2%,-2%,3%,-14%,4%,1%
CSc1ncccc1C(=O)Nc1cc(Cl)ccc1N1CCOCC1,.,-7%,.,-15%,2%,.,-1%,.,.,.
CCOc1ccccc1CNS(=O)(=O)c1ccc2[nH]c(=O)sc2c1,0%,6%,-2%,-23%,-3%,3%,0%,7%,-6%,-1%
CSc1nnc(N2C(=O)C(O)=C(C(=O)c3ccc(C)o3)C2c2ccc(C)cc2)s1 (stereo not drawn),36%[activator],?,-33%,-5%,1.3µM*,0.63µM*,?,0.79µM*,-12%,?
Cc1c(Cl)cccc1NC(=S)N1CCN(S(=O)(=O)c2cccs2)CC1,-2%,?,?,-24%,-4%,2%,-2%,3%,1%,0%
CCOC(=O)CNC(=O)CSc1nccn1Cc1ccco1,3%,-2%,16%,-11%,0%,-5%,2%,0%,2%,-2%
CCOC(=O)c1c(-c2ccc(C)cc2)csc1/N=C(\C)C1=C(O)c2ccccc2C1=O,14%,3%,2%,32%,13%,22%,?,-4%,4%,2.7µM*
CCCN(CCC)S(=O)(=O)c1ccc(NS(=O)(=O)c2ccc(F)cc2)cc1,10%,2%,-2%,-14%,-7%,2%,.,6%,1%,0%
Cn1c(=O)n(CCN2CCOCC2)c(=O)c2c1nc1n2CCCN1c1ccccc1,-10%,12%,-44%,.,-1%,6%,.,0%,0%,1%
CC1(C)CC(NC(=O)c2ccc(Br)o2)CC(C)(C)N1,2%,1%,-14%,0%,-2%,3%,5%,-4%,3%,0%

# High-throughput results as filed in PubChem BioAssay.
